HCV inhibitor: HCV inhibition | Potency, µM (titrated, usually from 41.8 µM), for the others: at the top dose activity change, negative = inhibition, usual class: inhibitors | hit rate 3.4% among 340,000 | Huh7.5.1 HCVcc-Cre infection, luciferase reporter, 44 h; note: potency is the fitted concentration of half-maximal effect
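Seed cells (1,000/well) for 4 h; treat with compound and infect with HCVcc-Cre, moi about 0.5. Incubate 44 h, then detect luciferase activity.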
AmpC detergent: AmpC beta-lactamase inhibition with detergent present; P00811; AmpC hydrolysis of nitrocefin, absorbance 480 nm, 0.01% Triton; Potency, µM (series often up to 114 µM), inactives show top-dose activity change, negative = inhibition, most hits filed as inhibitors; hit rate 0.041% among 370,000;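 note: potency is the fitted concentration of half-maximal effect; 0% = no-compound wells and -100% = no-enzyme wells; nearly all actives have a fitted effect of over 25% in size; some results filed as inactive show a strong effect at the top dose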
Target sequence (P00811 whole entry, looked up): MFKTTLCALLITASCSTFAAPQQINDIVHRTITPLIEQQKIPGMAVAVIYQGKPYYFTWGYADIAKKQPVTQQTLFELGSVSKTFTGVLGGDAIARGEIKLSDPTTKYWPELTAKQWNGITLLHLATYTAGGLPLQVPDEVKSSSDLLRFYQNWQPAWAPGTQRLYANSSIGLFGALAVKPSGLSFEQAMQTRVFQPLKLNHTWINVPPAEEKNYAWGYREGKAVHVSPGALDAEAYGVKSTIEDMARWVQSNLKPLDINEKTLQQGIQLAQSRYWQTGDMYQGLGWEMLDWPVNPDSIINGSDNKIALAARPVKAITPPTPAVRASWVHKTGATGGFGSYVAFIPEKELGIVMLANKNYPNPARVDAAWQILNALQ
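20 mM phosphate pH 7.0 + 0.01% (detergent screen) or 0.0001% Triton X-100; 5.3 nM AmpC reagent; cpd preinc 15 min RT; nitrocefin (800 uM stock) to start; A480 q20 s × 4 min; Activity was normalised to no-enzyme and no-compound control wells.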
HCMV antiviral: blocks human cytomegalovirus replication; HFF cells, HCMV-luciferase reporter, 72 h; stronger effect = lower value; activity change, negative = inhibition, % at 57.5 µM; hit rate 4.5% among 410,000; AID 1259415; in the data active = activity change below about -60%; inconclusive = no clear call, values can overlap the other calls; inactive = above about -39%
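Cell-based, HFFs, 1000 cells/well, 16 h 37C; cpds in DMSO + HCMV-luc, MOI 1 PFU/cell; 72 h 37C; OneGlo luminescence after 5 min RT; norm. to buffer vs Salinomycin 10uM.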
Sm TGR inh: blocks Schistosoma mansoni thioredoxin glutathione reductase | purified TGR, DTNB reduction, TNB absorbance 405 nm | hit rate 3% among 360,000 | Potency, µM (top dose mostly 114 µM), without a hit: top-dose activity change, negative = inhibition, actives largely listed as inhibitors; note: potency is the fitted concentration of half-maximal effect; nearly all actives have a fitted effect of over 60% in size
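TGR 20 nM + NADPH 100 uM (dispensed conc.), cpd preinc 15 min RT; start with NADPH (500 uM addition) then DTNB (15 mM addition). Kinetic TNB absorbance, 405 nm filter. Four-parameter Hill fit across titration.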
Giardia FBPA inh: Giardia lamblia aldolase inhibition. purified Giardia FBPA. Potency, µM (highest dose often 59.6 µM), without a hit: at the highest dose activity, negative = inhibition, hits mostly inhibitors. hit rate 0.71% among 290,000; note: potency is the fitted concentration of half-maximal effect; nearly all actives have a fitted effect of over 55% in size
Target sequence (A8B2U2 whole entry, looked up): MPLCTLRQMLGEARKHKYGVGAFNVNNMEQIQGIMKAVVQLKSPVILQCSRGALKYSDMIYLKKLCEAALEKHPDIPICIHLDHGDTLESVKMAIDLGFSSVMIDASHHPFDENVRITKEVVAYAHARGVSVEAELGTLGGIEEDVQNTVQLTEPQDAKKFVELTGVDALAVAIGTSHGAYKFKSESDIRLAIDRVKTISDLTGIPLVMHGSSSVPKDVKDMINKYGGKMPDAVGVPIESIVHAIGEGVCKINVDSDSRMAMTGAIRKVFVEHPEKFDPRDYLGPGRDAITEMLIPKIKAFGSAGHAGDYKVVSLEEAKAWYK
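Giardia FBPA (40 nM reagent) was preincubated 10 min at RT with compound (up to 57.5 uM final), then substrate plus GAPDH/TPI/NAD/arsenate coupling system with diaphorase/resazurin was added; resorufin fluorescence (525/598 nm) was read after 20 min.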
AmpC inh no detg: blocks E. coli AmpC beta-lactamase in detergent-free assay; P00811; AmpC nitrocefin hydrolysis, absorbance 480 nm, 0.0001% Triton; Potency, µM (doses to about 57.1 µM), inactives show at the top dose activity change, negative = inhibition, usual class: inhibitors; hit rate 0.52% among 330,000; AID 485341;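 note: potency is the fitted concentration of half-maximal effect; plate controls were no compound for no effect and no enzyme for full effect; nearly all actives have a fitted effect of over 20% in size; some results filed as inactive show a strong effect at the top dose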
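20 mM phosphate pH 7.0 + 0.01% (detergent screen) or 0.0001% Triton X-100; 5.3 nM AmpC reagent; cpd preinc 15 min RT; nitrocefin (800 uM stock) to start; A480 q20 s × 4 min; Activity was normalised to no-enzyme and no-compound control wells.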
* = called active by the depositor; ? = inconclusive; nt = no result given; & = joins results of further samples; [ ] = remark or other dose. Unless noted, calls come from the whole dose curve; as a rule, active = well fitted curve in the direction sought with a large enough effect; inconclusive = small, poorly fitted or top-dose-only effect, or another doubt; inactive = no such curve, though single readings can be large; an effect the other way counts as inactive or inconclusive. Unless noted, % is set by controls: 0 for no effect and ±100 for the full control effect. Rows were taken by chance; any-hit rate near 9.9%.

SMILES	HCV inhibitor	AmpC detergent	HCMV antiviral	Sm TGR inh	Giardia FBPA inh	AmpC inh no detg
Cc1c(NC(=O)C(C)OC(=O)CNC(=O)c2ccc(C(C)(C)C)cc2)c(=O)n(-c2ccccc2)n1C (centres undefined)	8%	-1%	67	-4%	-5%	65%[activator]
CCCCn1c(SCC(=O)N2CCCC2)nc2c1c(=O)n(C)c(=O)n2C	-2%	5%	40	1%	5%	4%
COc1ccc(NC(=O)CSc2nnc3ccc(-c4cccnc4)nn23)cc1	34%[activator]	-3%	?	2%	nt	-2%
COc1ccccc1CCCNC(=O)C1CCC(=O)N(CCc2ccc(Cl)cc2)C1 (centres undefined)	?	-9%	11	?	5%	196%[activator]
NCC(=O)Nc1ccc(Cl)cc1C(=O)c1ccc[nH]1	9%	9%	-66*	0%	?	-18%
COc1ccc(NC(=O)CSc2nc3c(c(=O)[nH]2)CN(Cc2ccccc2)CC3)cc1Cl	nt	-1%	-3	1%	nt	nt
CC(C)OCC(O)CN1CCNCC1 (centres undefined)	15%	-10%	18	12%	-17%	-2%
COc1ccc(C(=O)NCCc2ccccc2)cc1OC	7%	?	143	-9%	-1%	-5%
Cc1ccc(C(=O)O/N=C(\N)Cc2ccc([N+](=O)[O-])cc2)c(Cl)c1	?	1%	-15	0%	-3%	-49%
COCC(=O)N/N=C/c1ccc(Sc2nc3ccccc3s2)o1	-17%	-12%	-17	-11%	nt	20%
CC(C)CC(=O)NC(=S)Nc1ccc(S(=O)(=O)Nc2nccs2)cc1	23%	?	-71*	-24%	11%	-24%
Cc1noc(C)c1COC(=O)c1ccc(F)c(S(=O)(=O)N2CCOCC2)c1	3%	-13%	10	1%	nt	13%

By substructure, the entries above containing sulfur.
SMILES	HCV inhibitor	AmpC detergent	HCMV antiviral	Sm TGR inh	Giardia FBPA inh	AmpC inh no detg
CCCCn1c(SCC(=O)N2CCCC2)nc2c1c(=O)n(C)c(=O)n2C	-2%	5%	40	1%	5%	4%
COc1ccc(NC(=O)CSc2nnc3ccc(-c4cccnc4)nn23)cc1	34%[activator]	-3%	?	2%	nt	-2%
COc1ccc(NC(=O)CSc2nc3c(c(=O)[nH]2)CN(Cc2ccccc2)CC3)cc1Cl	nt	-1%	-3	1%	nt	nt
COCC(=O)N/N=C/c1ccc(Sc2nc3ccccc3s2)o1	-17%	-12%	-17	-11%	nt	20%
CC(C)CC(=O)NC(=S)Nc1ccc(S(=O)(=O)Nc2nccs2)cc1	23%	?	-71*	-24%	11%	-24%
Cc1noc(C)c1COC(=O)c1ccc(F)c(S(=O)(=O)N2CCOCC2)c1	3%	-13%	10	1%	nt	13%

Additional structures:
SMILES	HCV inhibitor	AmpC detergent	HCMV antiviral	Sm TGR inh	Giardia FBPA inh	AmpC inh no detg
O=C(CSc1ncnc2c1oc1ccccc12)Nc1cccc(Cl)c1	?	-10%	26	-1%	0%	-14%
O=C1CCC(C(=O)N2CCCC(C(=O)c3ccc4c5c(cccc35)CC4)C2)=NN1 (centres undefined)	-19%	1%	-3	74%[activator]	-27%	184%[activator]
O=C(N/N=C/c1cccs1)c1cncc(Br)c1	6%	8%	-28	0%	2%	-28%
COC(=O)c1cc(C(=O)OCC(=O)NC2CCCC2)cc([N+](=O)[O-])c1	-10%	?	12	-12%	-4%	-10%
CCc1cc(Cn2nc(-c3ccccc3)cc2C(=O)NCc2ccc(C)cc2)on1	-9%	7%	-21	5%	nt	-22%
CCC(CC)C(=O)N1CCN(Cc2ccc3c(c2)OCO3)CC1	2%	-4%	64	-3%	10%	0%
O=c1c2ccccc2[nH]c(=S)n1-c1cccc(S(=O)(=O)N2CCCC2)c1	-12%	-9%	-77*	-36%	-12%	-12%
CCOC(=O)C1CCN(c2c(NCc3ccc(C(=O)NCCOC)cc3)c(=O)c2=O)CC1	-15%	-5%	?	0%	-3%	-11%
CCN(CC)C(=O)CSc1nnc(-c2ccncc2)n1N	9%	-9%	-30	0%	5%	-10%
COc1cccc(C(C(=O)NC(C)(C)C)N(CC(C)C)C(=O)CCC(=O)Nc2cc(C)on2)c1OC (centres undefined)	-10%	2%	20	nt	2%	117%[activator]
O=C(Nc1nccs1)c1ccc(Cl)c(S(=O)(=O)N2CCOCC2)c1	-10%	1%	-22	-28%	0%	-42%
CN(CCNC(=O)c1ccc(/C=N/O)nc1)Cc1ccccc1	9%	-1%	-7	-21%	10%	-20%
CC(Sc1ccccc1)C(=O)N1CCN(S(=O)(=O)c2ccc(Cl)cc2)CC1 (centres undefined)	-6%	-7%	?	-12%	-4%	60%[activator]
Nc1ccn([C@@H]2O[C@H](CO)[C@@H](O)C2O)c(=O)n1 (some centres undefined)	?	-6%	-97*	6%	0%&9%	-16%
CC(=O)Nc1ccc(OCC(=O)NC(C)C(C)C)cc1 (centres undefined)	-1%	0%	68	3%	3%	-9%
CC(C)c1ccc(Nc2nnc(SC3CCOC3=O)s2)cc1 (centres undefined)	?	-13%	-37	-9%	3%	2%
Cc1onc(-c2ccccc2)c1C(=O)N(Cc1ccco1)Cc1cccs1	-26%	-5%	-30	18µM*	?	-19%
CCOC(=O)CC1COc2ccccc2N1C(=O)c1ccc(F)cc1 (centres undefined)	17%	?	-16	-2%	3%	7%
CCN(CC)C(=O)[C@H]1C[C@H](CC(=O)NC(C)(C)C)C(=O)N2CCc3c([nH]c4cc(-c5ccco5)ccc34)[C@]12C	-11%[8.37 µM]	nt	7	nt	nt	235%[activator]
Cc1cccc(NC(=O)CS(=O)(=O)c2nc(-c3ccccc3)cn2-c2cccc(Cl)c2)c1C	nt	5%	34	-2%	nt	nt
COc1ccc(CCN(C)C(=O)C(CCSC)NC(=O)c2ccco2)cc1OC (centres undefined)	12%	0%	56	-11%	nt	-11%
CCC1CCc2sc(C(=O)NCc3ccccn3)cc2C1 (centres undefined)	-9%	1%	17	-2%	nt	33%
Cc1cc(C)n2nc(-c3ccc(F)cc3)nc2n1	8%	?	107	1%	-2%	-13%
O=C(c1cccc(Cl)c1)N1CCN(CCc2ccncc2)CC1	nt	16%	15	?	nt	nt
Cc1nnc2n1N=C(c1ccc(OC(F)F)cc1)C(C)S2 (centres undefined)	8%	-8%	55	-7%	16%	-3%
CC(=O)Oc1cccc(NC(=O)c2ccc3c(c2)C(=O)N(CC(C)C)C3=O)c1	-15%	-4%	?	1%	1%	-12%
O=C(NCc1ccc(Cl)cc1)C1CCC(CNS(=O)(=O)c2ccccc2)CC1 (centres undefined)	-4%	-9%&1%	9	?	4%	-19%
CN1CCCC(C(=O)C(C#N)c2ccccc2)C1 (centres undefined)	0%	0%	25	57%[activator]	-3%	-12%
CCOC(=O)C(NC(C)=O)C(OC(C)=O)c1cccc(N(CCCl)CCCl)c1 (centres undefined)	-20%	5%	-64*	-21%	0%	62%[activator]
COc1ccc(C(=O)NC(=S)NC(C)(C)C)cc1Br	?	-5%	19	-32%	-14%	57%[activator]
O=C(CN1C(=O)C2C3C=CC(C4CC34)C2C1=O)NCc1ccco1 (centres undefined)	-6%	1%	-39	nt	1%	-8%
CCCSc1nnc2n(Cc3ccccc3)c(=O)c3c4c(sc3n12)CCC4	nt	-13%	nt	5%	3%	-21%
O=C(O)CSc1nc(-c2ccccc2)c(-c2ccccc2)[nH]1	25%	0%	-38	-4%	9%	-19%
CC(Cc1ccccc1)NC(=O)Cc1ccc([N+](=O)[O-])cc1 (centres undefined)	-13%	4%	60	4%	2%	-4%
CCOC(=O)c1cc2c(=O)n3cccc(C)c3nc2n(CCCOC)c1=NC(=O)c1cccnc1	-19%	-2%	-13	4%	1%	15%
Cc1noc(C)c1NC(=O)Nc1ccc2c(c1)C(=O)N([C@H](C)CO)C[C@H](C)[C@@H](CN(C)S(=O)(=O)c1cn(C)cn1)O2	13%	nt	16	nt	nt	-2%
O=C(Nc1ccccc1F)Nc1ccc([N+](=O)[O-])cc1Cl	?	7%	?	10%	-4%	-34%
CC(C)CN(CCNC(=O)CN1N=C(c2ccc(Cl)cc2)CCC1=O)CC(C)C	?	0%	1	-11%	0%	0%
Cc1ccc(C(=O)NCc2ccc3c(c2)CCN3C(=O)c2ccc(C)cc2)cc1	nt	9%	-64*	4%	nt	nt
CCOC(=O)C(=CNc1ccc(C)cc1C)C(=O)OCC	?	-11%	-19	-5%	5%	-3%
O=C(Cn1ccc2ccccc2c1=O)NCC(=O)N1CCN(c2ccccc2F)CC1	-7%	-8%	-5	-4%	16%	42%
CCn1c(C(=O)NCc2ccccn2)cc2sccc21	-2%	2%	-21	3%	0%	-5%
Cc1nc(-c2ccc(Cl)cc2)sc1C(=O)O	5%	?	53	0%	18%	-26%
Nc1ccccc1C(=O)OCCc1ccccc1	-18%	-8%	70	0%	nt	-8%
Cc1cccc(NC(=O)/C(=C\c2ccco2)NC(=O)c2cccs2)c1	1%	-11%	-11	50µM*	-5%	-6%
O=C(NCCCN1CCc2ccccc2C1)Nc1ccc(Cl)cc1	-14%	-2%	-15	0%	-27%	-15%
Cc1cccc(OCC(=O)NC(=S)Nc2ccccc2N2CCOCC2)c1	3%	-2%	?	-21%	0%	-19%
Cc1cc(=O)n2nc(N3CCCC(C(=O)NC(C)c4ccccc4)C3)sc2n1 (centres undefined)	17%	?	-8	7%	0%	-2%
CC1CCN(c2ccccc2NC(=O)c2ccc([N+](=O)[O-])o2)CC1	-26%	1%	-10	-5%	nt	-10%
CN(C)CCCN(Cc1ccccc1)C(=S)Nc1ccc(OC(F)F)cc1	?	-4%	-35	-18%	-2%	4%
Cc1ccc(C(=O)CN2/C(=C(\O)c3ccccc3)C(=O)c3ccccc3S2(=O)=O)c(C)c1	?	-2%	nt	7%	5%	-1%
CCN(CC)c1ccc(/C=N/NS(=O)(=O)c2cccc([N+](=O)[O-])c2)cc1	?	-9%	-8	-26%	-8%	-39%
Cc1cc(N2CCC(C)CC2)nc(NCc2ccccc2)n1	6.3µM*	-18%	-85*	4%	6%	38%
O=C(N/N=C/c1ccc(O)c(O)c1)C1c2ccccc2Oc2ccccc21	4%	?	24	3%	?	-52%
O=C(C1CCCN(S(=O)(=O)c2ccccc2)C1)N1CCCCCC1 (centres undefined)	12%	-10%	?	-7%	4%	-10%
NNS(=O)(=O)c1ccc(N2CCCC2=O)c([N+](=O)[O-])c1	8%	-2%	0	-21%	0%	-36%
COc1cc(C#Cc2c(C=O)n(C)c3ccccc23)cc(OC)c1	?	1%	33	-5%	nt	-16%
CC1(C)C2CC=C(/C=N/n3cnnc3)C1C2 (centres undefined)	12%	2%	-40	0%	-6%	-12%
CCC(=O)N1CCc2cc(Br)cc(S(=O)(=O)N3CCCC(C(=O)Nc4cccc(Cl)c4C)C3)c21 (centres undefined)	nt	19%	-4	5%	nt	nt
O=C(NCc1ccc(F)cc1Cl)C1CC(=O)N(C2CCCCCCC2)C1 (centres undefined)	11%	4%	-8	6%	1%	82%[activator]

Source: PubChem BioAssay
